D1 potentiator = Potentiators of Human D1 Dopamine Receptor: qHTS; HEK293 TREx D1 cells, calcium flux, dopamine EC20 potentiation; 0.036% of 360,000 active; potentiation, % at 10 µM; D(1A) dopamine receptor (Homo sapiens), P21728; in the data active means potentiation above about 30%; further: 0% is about no effect
D2 agonist = HTS Assay for Allosteric Agonists of the Human D2 Dopamine Receptor: Primary Screen for Agonists; HEK293 T-REx D2 cells, calcium flux agonist mode; activation, % at 2 µM; 0.53% of 340,000 active; AID 485358, 2010;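 active means activation over 3 SD above normal in the single-dose calcium agonist read, cut at about 30% in these data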; further: 0% is about no effect
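HEK293 Trex D2 cells, tetracycline-induced, o/n 30 C 5% CO2; no-wash Ca dye, RT 30–90 min; 10-cycle baseline, 23 nl cpd added, kinetic Ca read 180 s; agonist hits = positive Ca response.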
D1 ag = Allosteric Agonists of the Human D1 Dopamine Receptor: qHTS; 1% of 360,000 active; HEK293 T-REx D1 cells, calcium flux, agonist mode; activation, % at 2 µM; AID 504660, 2011; D(1A) dopamine receptor (Homo sapiens), P21728; further: 0% is about no effect
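Tetracycline-induced HEK293 TREx D1 cells, force-coupled to calcium signalling, were dye-loaded with a no-wash calcium kit. Compound was pin-added after a 10 s baseline. Fluorescence was read kinetically at 1 cycle/s for 180 s, with calcium rises flagged as agonism.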
RXFP1 antagonist = qHTS Assay for Antagonists of the Relaxin Receptor RXFP1; Relaxin receptor 1 (Homo sapiens), Q9HBX9; HEK293-RXFP1, relaxin-stimulated cAMP HTRF, 30 min; stronger effect = lower value; activity change, negative = inhibition, % at 57.5 µM; 0.59% of 350,000 active;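 active means activity change of -60% or lower, but not beyond a set lower limit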; further: on the % scale 0 is the no-effect control and ±100 the full control effect
Target sequence (Q9HBX9 whole entry, looked up): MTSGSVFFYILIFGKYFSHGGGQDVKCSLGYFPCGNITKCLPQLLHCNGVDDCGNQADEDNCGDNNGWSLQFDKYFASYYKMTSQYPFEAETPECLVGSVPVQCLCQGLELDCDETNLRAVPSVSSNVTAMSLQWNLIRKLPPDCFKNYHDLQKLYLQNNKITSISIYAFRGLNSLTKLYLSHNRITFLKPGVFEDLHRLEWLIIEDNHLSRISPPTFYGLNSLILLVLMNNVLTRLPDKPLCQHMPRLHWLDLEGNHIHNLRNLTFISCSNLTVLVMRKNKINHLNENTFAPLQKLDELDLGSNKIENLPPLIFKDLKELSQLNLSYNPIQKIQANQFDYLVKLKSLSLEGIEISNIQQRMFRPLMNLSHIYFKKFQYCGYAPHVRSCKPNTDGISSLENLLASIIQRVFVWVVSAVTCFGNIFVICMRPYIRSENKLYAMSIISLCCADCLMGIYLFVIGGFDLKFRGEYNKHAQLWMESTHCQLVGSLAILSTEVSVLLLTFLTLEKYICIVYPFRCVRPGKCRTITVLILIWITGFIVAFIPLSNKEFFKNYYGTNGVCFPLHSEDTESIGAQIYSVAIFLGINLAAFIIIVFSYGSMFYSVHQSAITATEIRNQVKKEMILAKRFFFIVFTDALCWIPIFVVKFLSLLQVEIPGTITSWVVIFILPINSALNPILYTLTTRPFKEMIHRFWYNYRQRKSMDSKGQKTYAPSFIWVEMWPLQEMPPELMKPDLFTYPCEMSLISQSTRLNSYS
D2 potentiator = HTS Assay for Positive Allosteric Modulators of the Human D2 Dopamine Receptor: Primary Screen for Potentiators; D(2) dopamine receptor (Homo sapiens), P14416; HEK293 T-REx D2, calcium flux, EC20 dopamine potentiation; potentiation, % at 10 µM; 0.34% of 340,000 active; AID 485347, 2010;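 active means potentiation over 3 SD above the plate norm, cut at about 30% in these data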; further: 0% is about no effect
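Calcium flux readout, no-wash dye, 1 read/s. Inducible HEK293 Trex D2 line, overnight 30 C. Compound alone 180 s (agonist flags), then EC20 dopamine, another 180 s to score potentiation.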
D2 antagonist = HTS Assay for Allosteric Antagonists of the Human D2 Dopamine Receptor: Primary Screen for Antagonists; AID 485344, 2010; inhibition, % at 10 µM; 2% of 340,000 active; D(2) dopamine receptor (Homo sapiens), P14416; HEK293 TREx D2 cells, calcium flux, dopamine EC80; in the data active means inhibition above about 30%; further: 0% is about no effect
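Tetracycline-induced HEK293 T-REx cells expressing D2 force-coupled to calcium signalling were dye-loaded, exposed to compound for 180 s, then challenged with an EC80 of dopamine; calcium flux was followed kinetically for a further 180 s.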
D1 antag = Antagonist of Human D 1 Dopamine Receptor: qHTS. AID 504652, 2011. 3.2% of 360,000 active. activity change, negative = inhibition, % at 10 µM. D(1A) dopamine receptor (Homo sapiens), P21728. HEK293 TREx D1 cells, calcium flux, dopamine EC80; stronger effect = lower value; in the data active means activity change below about -30%; further: on the % scale 0 is the no-effect control and ±100 the full control effect
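Allosteric or orthosteric antagonism assessed as attenuation of the calcium response to EC80 dopamine, added 180 s after compound, in induced HEK293 Trex D1 cells loaded with no-wash calcium dye.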
TRHR ag = qHTS for Small Molecule Agonists and Allosteric Enhancers of Human TRH Receptor: Primary Screen for Agonists; Thyrotropin-releasing hormone receptor (Homo sapiens), P34981; TRHR cells, calcium flux fluo-8, FDSS agonist mode; activation, % at 2 µM; 0.18% of 360,000 active; AID 493084, 2011; further: 0% is about no effect
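Read-out: compound-evoked intracellular calcium rise in TRHR cells, fluo-8 dye, kinetic FDSS fluorescence at 1 s/cycle following a 10-cycle baseline. Cells cultured overnight before dye loading (30 min–1.5 h, RT).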
TRHR PAM = qHTS for Small Molecule Agonists and Allosteric Enhancers of Human TRH Receptor: Primary Screen for Enhancers; TRHR cells, fluo-8 calcium fluorescence, EC20 TRH enhancement; enhancement, % at 2 µM; 0.66% of 360,000 active; Thyrotropin-releasing hormone receptor (Homo sapiens), P34981; AID 493056, 2011; in the data active means enhancement above about 30%; further: 0% is about no effect
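TRHR-expressing cells loaded with fluo-8 calcium dye were read kinetically (ex 480/em 530) during compound addition, then stimulated with an EC20 of TRH (10 nM final). Enhancement of the Gq-mediated intracellular calcium response was scored.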
* = called active by the depositor; nt = not tested or not shown. Unless noted, no stated cut-off is given here; in the data, active means activation above about 30%; inactive means the rest. Rows were taken by chance. Share with any hit: about 7.1%.

| SMILES | D1 potentiator | D2 agonist | D1 ag | RXFP1 antagonist | D2 potentiator | D2 antagonist | D1 antag | TRHR ag | TRHR PAM |
| --- | --- | --- | --- | --- | --- | --- | --- | --- | --- |
| COc1cccc(CCNC(=O)c2ccc(C#N)cc2)c1 | -4.0 | 0.0 | -0.2 | 8.1 | -11.8 | -0.3 | -21.3 | -0.1 | 8.4 |
| NC(=O)c1cccc(NC(=O)Nc2ccc(Cl)cc2)c1 | -4.3 | 0.8 | 1.6 | -22.6 | -6.6 | 16.2 | 6.8 | 1.3 | 2.9 |
| O=C(CCN1C(=O)c2ccccc2C1=O)Nc1ccc(-c2nc3ccccc3s2)cc1 | 5.1 | 16.0 | 2.2 | 24.2 | -5.0 | -4.1 | 11.4 | 0.4 | 1.2 |
| c1ccc(-c2n[nH]c3ccccc23)cc1 | -0.8 | 0.3 | -1.1 | -7.9 | nt | 9.5 | 2.0 | -1.5 | 0.6 |
| O=C(CC1C(=O)NCCN1Cc1c(F)cccc1Cl)NCCCn1cccn1 (stereo not drawn) | -7.1 | 0.2 | 2.2 | 9.9 | 9.1 | -2.8 | 10.3 | 0.3 | 7.8 |
| CN(C)S(=O)(=O)c1cccc(C(=O)NC2CCSc3ccccc32)c1 (stereo not drawn) | -7.2 | 0.3 | 0.3 | 1.3 | -21.2 | 6.8 | -2.2 | 0.2 | 15.9 |
| CCc1cc(C(=O)N/N=C/c2c(C)[nH]c3ccccc23)cs1 | -5.0 | -0.8 | 0.8 | 6.6 | -16.3 | -22.4 | -5.0 | -1.4 | 3.3 |
| Cc1ccccc1CSCCNC(=O)CSCc1ccc([N+](=O)[O-])cc1 | -6.8 | 0.4 | 3.7 | 1.0 | -5.0 | -16.1 | -11.9 | -0.4 | -5.4 |
| O=C(c1ccccc1)c1cccc(NC(=O)c2ccco2)c1 | -4.8 | 3.9 | -0.1 | -14.0 | 10.0 | -18.4 | 8.9 | 0.4 | 3.1 |
| COc1cccc(-n2nc(C(=O)NCC3CCCO3)c3ccccc3c2=O)c1 (stereo not drawn) | -1.7 | -0.3 | 0.0 | -6.5 | 1.0 | -4.0 | -2.4 | 0.0 | -2.1 |
| CCNc1ccccc(C(=O)/C=C/c2ccc3c(c2)OCO3)c1=O | 7.0 | 1.2 | 3.7 | 2.5 | 1.2 | 25.7 | 9.2 | 1.7 | 1.8 |
| COc1ccc(NC(=O)CN2CCN(CC(=O)Nc3cc(OC)cc(OC)c3)CC2)cc1 | 8.9 | -2.1 | 10.5 | -4.6 | 8.2 | 22.9 | -1.7 | 0.1 | -1.6 |
| CCCCCCCN1C2=NCCN2c2ccccc21 | -0.1 | 1.3 | 12.3 | -4.6 | -9.9 | -16.0 | -6.6 | 0.6 | -0.8 |
| CCCc1cc(=O)oc2cc3occ(C)c3cc12 | -6.8 | -1.7 | -0.3 | -3.9 | 7.6 | 1.6 | -6.5 | -1.2 | 1.8 |
| COC(=O)c1cc(C)nc2c1c(=O)nc(SCc1cc(C)ccc1C)n2C1CC1 | -4.4 | 0.1 | -1.1 | -0.6 | 11.0 | nt | -16.1 | -0.5 | 0.5 |

| SMILES | D1 potentiator | D2 agonist | D1 ag | RXFP1 antagonist | D2 potentiator | D2 antagonist | D1 antag | TRHR ag | TRHR PAM |
| --- | --- | --- | --- | --- | --- | --- | --- | --- | --- |
| COc1ccccc1NC(=O)c1sc2nc(C)c(C(=O)Nc3ccc(C)cc3C)c(-c3ccccc3Cl)c2c1N | -1.2 | -0.4 | 22.5 | 0.8 | 6.7 | nt | -0.7 | -0.5 | -0.6 |
| N#Cc1nc(/C=C/c2ccc(F)cc2)oc1NC1CCCCC1 | 1.2 | 0.0 | 0.7 | 4.3 | 15.4 | nt | -1.8 | 0.9 | 0.9 |
| COCCNC(=O)CN(c1cc(Cl)ccc1OC)S(C)(=O)=O | -1.0 | 0.4 | 4.6 | 11.3 | -4.3 | -0.6 | -5.9 | 0.0 | -6.5 |
| O=C(Nc1ccon1)c1ccccc1Cl | 2.6 | 0.4 | 0.2 | 8.3 | 5.9 | 15.3 | 4.7 | 0.2 | -4.8 |
| Cc1c(NC(=O)Nc2ccc3c(c2)OCO3)c(=O)n(-c2ccccc2)n1C | -3.5 | 0.1 | 0.4 | 12.6 | 1.6 | -0.3 | 8.1 | 0.3 | 3.8 |
| CC(C)C(=O)Nc1cccc(C(=O)Nc2cc([N+](=O)[O-])ccc2F)c1 | 3.8 | -0.7 | 4.6 | -3.8 | -0.2 | -15.8 | -6.7 | -0.9 | 1.0 |
| NC(=O)c1ccsc1NC(=O)COC(=O)c1ccccc1NCc1ccco1 | 2.8 | 0.1 | 11.9 | -14.2 | -0.5 | -6.9 | 14.0 | 0.5 | 4.6 |
| Cc1cc(OC(C)C(=O)NCc2ccncc2)c2c(C)c(C)c(=O)oc2c1 (stereo not drawn) | -8.7 | nt | -1.1 | 1.3 | nt | nt | 7.9 | -0.5 | 3.4 |
| O=C(NCCc1ccc(Cl)cc1)c1ccc2c(c1)N(Cc1ccccc1)C(=O)CS2 | -1.2 | 0.5 | 0.5 | -36.2 | 16.6 | nt | 3.3 | 0.4 | 7.1 |
| CC(Oc1ccccc1)c1ccnn1S(=O)(=O)c1ccccc1 (stereo not drawn) | -3.0 | -0.7 | 1.6 | -2.9 | -5.3 | -4.1 | 6.0 | 0.0 | -2.7 |
| COC(=O)CN(c1ccc2c(c1)OCCO2)S(=O)(=O)c1ccccc1 | -3.5 | -0.3 | 3.3 | -11.0 | -1.0 | -5.7 | -18.5 | -0.5 | -3.7 |
| O=C(NCc1n[nH]c(=S)n1-c1ccc(Br)cc1)c1ccc(S(=O)(=O)N2CCCCC2)cc1 | -4.1 | -1.0 | 0.2 | -23.5 | -2.0 | 2.7 | 2.8 | -0.3 | -11.4 |
| CCOC(=O)C1(Cc2ccccc2Cl)CCN(C(=O)c2cc(C)on2)CC1 | 4.2 | -0.2 | 5.8 | 34.0 | 5.0 | 0.1 | -8.4 | 0.5 | -2.4 |
| O=C(NCc1cccc(C(F)(F)F)c1)c1cc(Cl)ccc1Cl | -0.2 | -1.0 | 1.2 | -12.9 | -10.0 | -11.9 | -1.5 | -0.7 | -2.4 |
| O=C(CN(Cc1ccco1)Cc1cccs1)N1CCN(S(=O)(=O)c2cccc(F)c2)CC1 | 1.0 | 0.3 | 7.9 | 2.2 | -6.0 | 12.8 | -17.0 | -0.1 | -8.2 |

In another format: results already given.
compound: NC(=O)c1ccsc1NC(=O)COC(=O)c1ccccc1NCc1ccco1
  D1 potentiator: 2.8 | D2 agonist: 0.1 | D1 ag: 11.9 | RXFP1 antagonist: -14.2 | D2 potentiator: -0.5 | D2 antagonist: -6.9 | D1 antag: 14.0 | TRHR ag: 0.5 | TRHR PAM: 4.6
compound: Cc1cc(OC(C)C(=O)NCc2ccncc2)c2c(C)c(C)c(=O)oc2c1 (stereo not drawn)
  D1 potentiator: -8.7 | D2 agonist: nt | D1 ag: -1.1 | RXFP1 antagonist: 1.3 | D2 potentiator: nt | D2 antagonist: nt | D1 antag: 7.9 | TRHR ag: -0.5 | TRHR PAM: 3.4
compound: O=C(NCCc1ccc(Cl)cc1)c1ccc2c(c1)N(Cc1ccccc1)C(=O)CS2
  D1 potentiator: -1.2 | D2 agonist: 0.5 | D1 ag: 0.5 | RXFP1 antagonist: -36.2 | D2 potentiator: 16.6 | D2 antagonist: nt | D1 antag: 3.3 | TRHR ag: 0.4 | TRHR PAM: 7.1
compound: CC(Oc1ccccc1)c1ccnn1S(=O)(=O)c1ccccc1 (stereo not drawn)
  D1 potentiator: -3.0 | D2 agonist: -0.7 | D1 ag: 1.6 | RXFP1 antagonist: -2.9 | D2 potentiator: -5.3 | D2 antagonist: -4.1 | D1 antag: 6.0 | TRHR ag: 0.0 | TRHR PAM: -2.7

Continuation.
| smiles | D1 potentiator | D2 agonist | D1 ag | RXFP1 antagonist | D2 potentiator | D2 antagonist | D1 antag | TRHR ag | TRHR PAM |
| --- | --- | --- | --- | --- | --- | --- | --- | --- | --- |
| Oc1cc2ccccc2cc1-c1n[nH]c(=S)o1 | 1.4 | 0.1 | 1.5 | -18.5 | -0.3 | -4.5 | 3.9 | 0.0 | 0.2 |
| CN=C(Nc1ccc(C)c(C)c1)SC1CC(=O)N(c2ccc(OC)cc2)C1=O (stereo not drawn) | 1.2 | -0.2 | 0.9 | -19.2 | 20.7 | -3.2 | -5.3 | -0.1 | 6.8 |
| CCOC(=O)N1CCC(NS(=O)(=O)c2cc(C(=O)OC)n(C)c2)CC1 | -2.4 | -1.3 | 0.2 | nt | -6.4 | -6.0 | -6.7 | -0.1 | 0.7 |
| COc1cccc(C(C(=O)NC(C)(C)C)N(Cc2ccc(C)cc2)C(=O)CCC(=O)Nc2cc(C)on2)c1OC (stereo not drawn) | 2.1 | -0.6 | 2.2 | -12.2 | 6.0 | -1.1 | 9.4 | -0.5 | 5.1 |
| Cn1c(SCc2ccc(F)cc2)nnc1-c1cnccn1 | 1.8 | -0.8 | 0.6 | -4.5 | -1.3 | -4.5 | 1.0 | 0.0 | -0.7 |
| Cc1ccc(Cc2nc(-c3ccccn3)no2)cc1 | 5.1 | -0.6 | 0.9 | -0.7 | 0.2 | 0.8 | 17.1 | 1.1 | -3.4 |
| CCN(CC)CC(=O)Nc1ccc(C)cc1Br | 2.2 | -1.0 | 3.4 | -20.1 | -3.1 | -2.3 | -12.8 | -0.8 | -1.7 |
| Cc1ccccc1N1CCN(CCC(=O)Nc2ccc(F)cc2)CC1 | 8.6 | 0.6 | 1.4 | 4.6 | -20.2 | 78.1* | -16.6 | 0.2 | -0.4 |
| N#Cc1nc(-c2ccco2)oc1N1CCCC1 | -23.1 | 0.5 | 0.5 | -1.5 | 4.4 | 8.1 | -15.0 | -0.1 | -1.1 |
| CCN1CCN(c2cc3c(cc2F)c(=O)c(C(=O)O)cn3C2CC2)CC1 | -3.5 | -0.2 | 0.4 | -26.9 | 3.6 | 3.8 | -5.9 | -0.2 | -3.7 |
| O=S(=O)(c1cc(C(F)(F)F)ccc1Cl)N1CCN(c2ncnc3ccccc23)CC1 | 10.7 | 0.5 | 3.3 | -11.0 | 2.7 | 4.2 | -16.3 | -0.7 | -3.1 |

Compound activity from PubChem.
